# ROMK mod – modulates human ROMK potassium channel activity; P48048; B-score at 10 µM; Tet-inducible ROMK, thallium flux fluorescence; actives lie on both sides; 130,000 compounds, 2% hits;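 active = signal ratio slope over the read window, or its plate-corrected B-score, at least 3 SD from the plate mean, either direction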;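 also: B-score of the F/F0 ratio slope over 7 to 12 s after thallium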
# Target sequence (P48048 whole entry, looked up): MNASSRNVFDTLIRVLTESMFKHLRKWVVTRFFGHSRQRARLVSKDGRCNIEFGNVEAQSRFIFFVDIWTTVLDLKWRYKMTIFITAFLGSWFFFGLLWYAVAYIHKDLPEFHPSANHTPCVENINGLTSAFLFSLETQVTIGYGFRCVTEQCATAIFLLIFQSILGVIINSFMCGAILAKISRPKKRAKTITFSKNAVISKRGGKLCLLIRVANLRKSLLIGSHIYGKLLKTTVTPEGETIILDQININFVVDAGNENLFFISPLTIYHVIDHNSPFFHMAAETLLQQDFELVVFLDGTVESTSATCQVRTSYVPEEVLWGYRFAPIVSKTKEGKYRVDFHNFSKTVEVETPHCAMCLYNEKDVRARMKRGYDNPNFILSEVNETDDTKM
# RAM inhibit – inhibitors of the yeast RAM network | S. cerevisiae dse1pr::URA3 reporter, 5-FOA growth OD615, 2 d; analog-sensitive cbk1-as2 kinase mutant strain | 190,000 compounds, 1.8% hits | inhibition, % at 50 µM;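 active = inhibition above a set limit, 3 SD over mean compound inhibition, cut at about 8.4% in these data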;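 also: 0% = DMSO-only wells with no growth and 100% = 10 µM 1-NA-PP1 full growth; inhibition rescues growth on 5-FOA so higher OD means more RAM inhibition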
# S1P3 antagonist – S1P3 (human) receptor antagonism; inhibition, % at 4.98 µM; CHO S1P3 NFAT-BLA reporter, FRET fluorescence, antagonist mode; 170,000 compounds, 0.27% hits; AID 485;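 active = inhibition above the plate cutoff, the mean inhibition of test wells on that plate plus 3 SD, cut at about 28% in these data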;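 also: cells challenged with S1P at its EC80 of 0.8 µM; blue over green emission ratio from cleaved BLA substrate after 4 h stimulation; 0% = S1P-stimulated wells and 100% = unstimulated DMSO-only wells; some compounds past the cut are filed as inactive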
# Target sequence (Q99500 whole entry, looked up): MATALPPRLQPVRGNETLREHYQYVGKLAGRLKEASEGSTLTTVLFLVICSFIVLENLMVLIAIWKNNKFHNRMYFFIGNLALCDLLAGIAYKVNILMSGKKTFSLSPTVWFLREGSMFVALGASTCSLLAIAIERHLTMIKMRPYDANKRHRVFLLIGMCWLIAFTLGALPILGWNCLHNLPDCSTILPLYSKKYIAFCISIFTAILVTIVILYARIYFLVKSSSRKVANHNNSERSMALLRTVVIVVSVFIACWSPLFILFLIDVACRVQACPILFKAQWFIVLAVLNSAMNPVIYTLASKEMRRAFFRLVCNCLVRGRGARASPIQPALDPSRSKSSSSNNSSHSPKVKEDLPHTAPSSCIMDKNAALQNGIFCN
# Active calls of the source: *; / = not tested or not shown.
RAM inhibit	ROMK mod	S1P3 antagonist	structure
/	0.8	5	COC(=O)c1cc(NC(=O)c2c(-c3c(Cl)cccc3Cl)noc2C)ccc1N1CCOCC1
/	0.58	-5	COc1ccc(C=O)cc1CSc1ccccn1
/	-0.027	1	Cc1cc(C(=O)Nc2nc3ccc(Cl)cc3s2)nn1C
/	0.18	5	O=S(=O)(NCCc1csc(-c2ccccc2)n1)c1cccnc1
/	0.054	5	CS(=O)(=O)NCCCNc1ccc(C(F)(F)F)cc1[N+](=O)[O-]
/	0.54	2	O=c1[nH]cc(N2CCCCCC2)c(=O)[nH]1
/	0.39	0	CCCCC(=O)Nc1cccc(NC(=O)c2cccnc2Cl)c1
/	-1.2	6	NC(=O)c1cnn2c(-c3cccc(C(F)(F)F)c3)ccnc12
/	0.31	-15	O=C(NNC1CC(=O)N(c2ccccc2)C1=O)c1ccccc1Cl (stereo not drawn)
/	-1.7	7	CC(=O)c1sc(C(C)(C)C)cc1NC(=O)/C=C/C(=O)O
/	0.45	13	CCCn1cc(CN2CCC(Cc3cccc(F)c3)(C(=O)OCC)CC2)c(C)n1
/	2.5	6	O=C(O)COc1ccccc1/C=N/NC(=O)CSc1nnc(SCc2cccc3ccccc23)s1
/	-0.44	11	CCN1CCN(c2c(Cl)cccc2NC(=O)c2ccc3nsnc3c2)CC1
/	0.0099	-5	Nc1c(C(=O)N2CCCC2)sc2nc(-c3ccccc3)ccc12
/	0.41	3	O=C(N/N=C/C=C\c1cccc([N+](=O)[O-])c1)c1cccnc1
/	0.16	18	Cn1nc(C(F)(F)F)c(-c2ccc(Br)cc2)c1NC(=O)Nc1ccc(F)cc1F
/	-1.2	-11	O=C(COc1ccccc1)NNc1nc2ccccc2s1
/	-1.6	1	CN(C)CCCn1c(=O)n(CCc2ccccc2)c(=O)c2c3c(sc21)CCCCC3
/	-0.44	-17	CC(C)C12CN(C(=O)c3ccccc3[N+](=O)[O-])CC(C(C)C)(CN(C(=O)c3ccccc3[N+](=O)[O-])C1)C2=O
/	0.91	3	CCOCCn1c(SC(C)C(C)=O)nc2c1c(=O)[nH]c(=O)n2C (stereo not drawn)
/	-2.6	20	COC(=O)c1ccc(S(=O)(=O)N2CCN(C(c3ccccc3)c3ccccc3)CC2)n1C
/	0.71	-2	Cc1ccc(-c2cc(C(=O)Nc3cccnc3)[nH]n2)c(O)c1C
/	0.0016	5	O=C(CSc1nnnn1-c1ccc(O)cc1)c1ccc(F)cc1
/	0.41	4	FC(F)(F)c1ccc(Cl)c(-n2c(Cc3cccs3)n[nH]c2=S)c1
/	0.045	-7	CCOC(=O)C1=NNC2(CC(=O)N(c3cc(C)cc(C)c3)C2=O)C1 (stereo not drawn)
/	0.36	7	O=C(NCCc1cccs1)c1ccc(Cl)cc1
/	-0.29	24	Brc1c(-c2ccccc2)nc2n1Cc1ccccc1-2
/	-0.039	10	Cc1ccc(C2=NN(C(=O)CCC(=O)O)C(c3cccs3)C2)cc1 (stereo not drawn)
/	-0.36	4	O=C1c2ccc(-c3ccc4c(c3)C(=O)N(CCCO)C4=O)cc2C(=O)N1CCCO
/	0.17	3	Cc1onc(C(=O)Nc2sc3c(c2C(N)=O)CCCC3)c1[N+](=O)[O-]
/	-0.43	0	N#C/C(=C\N1CCCCC1)S(=O)(=O)c1ccc(Cl)cc1
/	-1.2	-1	CC(=O)NCC(=O)NNC1CC(=O)N(c2cccc(Cl)c2)C1=O (stereo not drawn)
/	0.0085	1	COc1cc(C2C(C#N)=C(N)Oc3cc(C)oc(=O)c32)cc(OC)c1OC (stereo not drawn)
/	-0.64	14	Cc1cc(Oc2ccc(Cl)cc2)nc(-c2ccccn2)n1
/	-0.39	18	CCCCC1CCCC12NC(=O)NC2=O (stereo not drawn)
/	-2*	-4	O=Cc1[nH]c2ccccc2c1N(C(=O)CCl)c1ccc([N+](=O)[O-])cc1
/	0.34	3	O=C1CC(Sc2ccc(Cl)cc2)C(=O)N1Cc1ccncc1 (stereo not drawn)
/	-0.0017	-18	Cc1nn(-c2ccccc2)c(NC(=O)c2cccs2)c(-c2ccccc2Cl)c1=O
/	1.2	28	COCCN1Cc2cccc(C(=O)Nc3cccc(-c4nc5ccccc5[nH]4)c3)c2C1=O
/	-1.6	-1	S=c1[nH]nc(-c2cc(-c3ccccc3)n[nH]2)n1/N=C/c1ccc(Cl)c(Cl)c1
/	1	-10	CCN(CC)CC(=O)N1c2ccccc2CCc2ccc(NC(=O)c3cc(OC)c(OC)c(OC)c3)cc21
/	-0.43	3	CN(C(=O)C(Cl)Cl)C1CC2C=CC1C2 (stereo not drawn)
/	0.79	-8	Cc1ccc(-c2cc(Cc3ccc(N(C)C)cc3)c(=O)[nH]n2)cc1
/	-0.81	-15	COc1ccc2nc3cc(Cl)ccc3c(C#N)c2c1
/	-0.96	19	N/C(=N\OC(=O)c1cccs1)c1ccc(Cl)cc1
/	0.091	-2	CC1(C)Cc2nc(-c3ccccc3)nc(NNC(=O)c3ccco3)c2CO1
/	-0.5	-8	COc1ccc(N2C(=O)CC(Sc3n[nH]c(-c4cccc(C)c4)n3)C2=O)cc1 (stereo not drawn)
/	0.33	-4	CC(C)CCNC(=O)C1CCC(CNc2c(N3CCC(C)CC3)c(=O)c2=O)CC1 (stereo not drawn)
/	0.15	-16	O=C(c1ccccc1)c1ccc2c(c1)OCCCO2
/	-0.031	-11	Cc1cccn2c(=O)c(C=O)c(N3CCSCC3)nc12
/	0.34	6	N#Cc1nc(COc2cccc(Cl)c2)oc1NCCN1CCOCC1
/	0.59	-6	Cc1ccc(C(=O)/C=C/N(C)C)cn1
/	-0.14	9	CCn1cc(C(=O)O)c(=O)c2cnc(N3CCN(C(=S)NC(=O)c4ccc(Br)cc4)CC3)nc21
/	-0.073	3	Cc1onc(-c2c(F)cccc2Cl)c1C(=O)ONC(=O)c1ccco1
/	-1.1	7	O=C(NN1C(=O)/C(=C/C=C/c2ccco2)SC1=S)c1ccncc1
/	-0.53	1	CC(C)OP(=O)(OC(C)C)C(Nc1ccccc1)c1cccnc1 (stereo not drawn)
/	0.4	-4	Cn1c(SCC(=O)Nc2ccccc2)nnc1-c1ccc2nonc2c1
/	1.7	1	C=CCNC(=S)/N=c1/ccccn1CC
/	0.87	-4	Cc1ccc(C)c(Nc2cc(C(=O)NCc3cccnc3)c3ccccc3n2)c1
/	-0.08	-2	CCOC(=O)Cc1csc(NC(=O)c2c(O)c3c(n(CC(C)C)c2=O)CCCC3)n1

# More results follow.
RAM inhibit	ROMK mod	S1P3 antagonist	structure
/	0.15	15	COc1ccc(N=Cc2c(O)n(-c3cccc(C)n3)c(=O)c3ccccc23)c(OC)c1
/	-0.59	-15	Nc1c(C(=O)O)cnn1-c1ccc([N+](=O)[O-])cc1
/	0.83	0	CC(C)(C)c1ccc(OCc2ccc(C(=O)NN)o2)cc1
/	0.0062	2	Cc1cc(C)c2c(CN3CCOCC3)cc(=O)oc2c1C
/	0.79	-10	Cc1cc(N/N=C/c2ccccc2O)nc(N2CCOCC2)n1
/	-0.63	-3	Cc1ccc(C(=O)CSc2nnc(-c3snnc3C)n2C2CC2)cc1
/	0.011	0	Cc1nc(C)c(C(=O)C2=C(O)C(=O)N(CCN(C)C)C2c2ccco2)s1 (stereo not drawn)
/	-1.3	9	Fc1ccccc1Cn1cc(C(=S)N2CCOCC2)c2ccccc21
/	1.6	4	C=C(C)C1CC=C(C)/C(=N\NC(=O)CCC(=O)Nc2ccc(C)c(C)c2)C1 (stereo not drawn)
/	0.18	-3	Cn1c2ccccc2c(=O)c2c(=O)n(Cc3ccco3)c(-c3ccc(C(C)(C)C)cc3)nc21
/	6.1*	-12	CN(CC(=O)Nc1ccc(C(N)=O)cc1)CC(=O)Nc1ccccc1Br
/	-0.22	-4	O=C1CC(C(=O)NCCc2ccccc2)SC(=Nc2ccccc2)N1 (stereo not drawn)
/	-0.76	-10	O=C1/C(=C/c2cccs2)SC(=S)N1C1CCS(=O)(=O)C1 (stereo not drawn)
/	0.14	4	COC(=O)c1c(C)noc1-c1ccc(Cl)cc1
/	0.043	5	COc1ccc(N2CCN(C(=O)c3cc4c(s3)-c3ccccc3S(=O)(=O)C4)CC2)cc1
/	-0.014	4	Nc1nc(-c2ccccc2)[nH]c(=O)c1N=O
/	0.53	3	CSC1=C(C#N)C(=O)NC(c2ccc(Cl)cc2)S1 (stereo not drawn)
/	-0.43	4	Cc1ccc(-c2sc(C(=O)NN)c(C)c2C#N)cc1
/	4.8*	10	COc1ccc(CCn2c(NN)nc3c2c(=O)[nH]c(=O)n3C)cc1
/	-0.87	-6	S=c1[nH]nc(-c2cc(-c3ccccc3)n[nH]2)n1/N=C/c1cccs1
/	0.22	14	COc1ccc(/C=N/Nc2ccccn2)cc1OC
/	-0.037	-7	Cc1nn2c(N3CCN(CCO)CC3)c3c(nc2c1-c1ccccc1)CCCC3
/	0.43	5	COc1ccc(CCN2C(=O)CSC2=Nc2ccc(C(C)C)cc2)cc1OC
/	0.45	-11	Cc1onc(-c2ccccc2)c1NC(=O)N(Cc1ccccc1)C(C)C
/	0.38	13	CCOC(=O)c1cnn(-c2ccc(NS(=O)(=O)c3ccc(Cl)cc3)cc2)c1C(F)(F)F
/	0.95	-11	COc1ccc2c(c1OC)C(=O)OC2Nc1ccc(S(=O)(=O)N=C(N)N)cc1 (stereo not drawn)
/	1.3	-2	N=C(N)SCP(=O)(c1ccccc1)c1ccccc1
/	0.24	24	CC(=O)Nc1ccc(S(=O)(=O)Nc2ccc3c(c2)OCCO3)cc1Cl
/	-1.6	3	O=C(CC1CCCCC1)NCc1nc(-c2ccccc2)no1
/	-0.018	16	Cc1nc(COc2cccc(Cl)c2)sc1C(=O)/C=C/N(C)C
/	0.54	-20	CC(C)(C)C(=O)Nc1ccc(NC(=O)C(C)(C)C)cc1
/	-0.14	-10	COc1cc(/C=N/NC(=O)CC2C(=O)NN=C2C)ccc1O (stereo not drawn)
/	0.36	4	COc1cccc(NC(=O)CSc2ncc(S(=O)(=O)c3ccccc3)c(=O)[nH]2)c1
/	-1.1	-11	CN1C(=CC=C2C=C(I)C(=O)C(I)=C2)C(C)(C)c2ccccc21
/	0.0096	-3	O=C1NC(=Nc2ccccc2)CS1
/	-0.0033	4	CC(C)(C)c1ccc(-c2nc(N)nc(N)n2)cc1
/	0.48	-1	CN(C)NC(=O)c1ccsc1NC(=O)c1ccc(S(=O)(=O)N2CCCC2)cc1
/	-0.26	4	CCn1cc(C(=O)O)c(=O)c2cc(F)c(N3CCN(C(=S)NC(=O)c4cccc(F)c4)CC3)cc21
/	0.027	1	CC(C)(C)c1cc(-c2csc(Nc3ccccc3)[n+]2Cc2ccc(C(=O)O)cc2)cc(C(C)(C)C)c1O
/	-0.49	16	COCCCNC(=S)N/N=C/c1ccc(O)cc1O

# Some of these compounds in order of heavy-atom count, rising:
RAM inhibit	ROMK mod	S1P3 antagonist	structure
/	-0.0033	4	CC(C)(C)c1ccc(-c2nc(N)nc(N)n2)cc1
/	0.22	14	COc1ccc(/C=N/Nc2ccccn2)cc1OC
/	0.24	24	CC(=O)Nc1ccc(S(=O)(=O)Nc2ccc3c(c2)OCCO3)cc1Cl
/	0.38	13	CCOC(=O)c1cnn(-c2ccc(NS(=O)(=O)c3ccc(Cl)cc3)cc2)c1C(F)(F)F

# Seven entries already listed, arranged by their value in ROMK mod, smallest number first.
RAM inhibit	ROMK mod	S1P3 antagonist	structure
/	-1.6	3	O=C(CC1CCCCC1)NCc1nc(-c2ccccc2)no1
/	-0.14	-10	COc1cc(/C=N/NC(=O)CC2C(=O)NN=C2C)ccc1O (stereo not drawn)
/	-0.037	-7	Cc1nn2c(N3CCN(CCO)CC3)c3c(nc2c1-c1ccccc1)CCCC3
/	-0.0033	4	CC(C)(C)c1ccc(-c2nc(N)nc(N)n2)cc1
/	0.24	24	CC(=O)Nc1ccc(S(=O)(=O)Nc2ccc3c(c2)OCCO3)cc1Cl
/	0.54	-20	CC(C)(C)C(=O)Nc1ccc(NC(=O)C(C)(C)C)cc1
/	0.95	-11	COc1ccc2c(c1OC)C(=O)OC2Nc1ccc(S(=O)(=O)N=C(N)N)cc1 (stereo not drawn)

# (listing goes on)
RAM inhibit	ROMK mod	S1P3 antagonist	structure
/	0.2	-14	O=C(O)/C(=C\c1ccccc1)c1ccccc1
/	0.45	-3	O=c1[nH]cc(N(CCO)CCO)c(=O)[nH]1
/	-1.4	4	Cc1nnsc1C(=O)N1CCN(c2ccc(F)cc2)CC1
/	2.4	-6	c1ccc2c(c1)OCc1cn[nH]c1-2
/	-0.76	8	COCCNc1ncnc2c1[nH]c1ccccc12
/	0.68	8	CC(C)CCn1c(=O)[nH]c2ccccc21
/	1.6	3	Cc1c(CCC(=O)O)c(=O)oc2c(C)c(OCc3cc4c(cc3Cl)OCO4)ccc12
/	0.21	-11	COc1ccc2[nH]c3c(=O)n(CCN4CCOCC4)cnc3c2c1
/	0.88	4	Cc1nc(CS(=O)(=O)c2ccccn2)sc1C(=O)NNC(=O)c1ccc(Cl)cc1
/	-0.57	5	Cc1ccccc1NC(=S)Nc1ccccn1
0.7	0.7	/	O=C(O)C1CSCN1S(=O)(=O)c1cccc2nsnc12 (stereo not drawn)
1.7	-0.027	/	COCc1[nH]nc2c1C(c1ccccc1OC)C(C#N)=C(N)O2 (stereo not drawn)

# Source: PubChem (several laboratories)

# These rows are one share of the data. The share of hits here may be higher or lower than overall.
